Screens: PubChem BioAssay, National Center for Advancing Translational Sciences (NCATS)
S3 lipid droplet = qHTS Assay for Lipid Storage Modulators in Drosophila S3 Cells; Drosophila S3 cells, BODIPY lipid droplet fluorescence, 18-24 h; cells fed with added oleic acid; Potency in µM for hits, for the others lipid storage change, negative = inhibition, % at the top dose, mostly 46.1 µM; 320,000 compounds, 0.64% hits; AID 2685, 2010; active = well fitted inhibition curve with a large enough effect in the signal ratio, with a control signal flat, not every such curve was filed as active; inconclusive = small, poorly fitted or top-dose-only effect, or effect the other way, or a change in a side signal; the % refers to the signal ratio
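Laser-scanning cytometry quantifies lipid droplet accumulation (500–530 nm total intensity; droplet/cell object ratio) in oleic acid-fed (400 uM added) Drosophila S3 cells treated with a concentration series. 20 uM Triacsin C defined 100% inhibition.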
S3 lipid droplet cell count max = recorded beside S3 lipid droplet, whose call it bears; cell number change, %; measured here: cell count max response;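 cells counted by Cell Tracker Red CMTPX staining in the red channel; peak over a dose series mostly up to 46.1 µM; percent activity relative to internal control wells on each plate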
* hit, by the source's call; i = inactive; ? = inconclusive; / = no result given; [ ] = dose if it differs, or a comment. % is set by controls: 0 for no effect and ±100 for the full control effect; potency is the fitted concentration of half-maximal effect. Only part of the results is shown; rates above refer to the full screens.

S3 lipid droplet cell count max	S3 lipid droplet	canonical_smiles
10	i[0.0737 µM]	Cc1cccc(C(=O)NCC(=O)NC2CCC(C)CC2)c1 (stereo not given)
/	?	Cc1ccc(NC(=O)Cc2nnc(SCC(=O)Nc3nncs3)n2C)cc1
14	-4%	Cc1cc(C)c(S(=O)(=O)N(C)CC(=O)NCc2ccncc2)c(C)c1
1	i	CN1CCN(Cc2c(O)ccc3c2oc(=O)c2ccccc23)CC1
-1	6%	CCOc1cc2[nH]c(=O)n(Cc3ccccc3)c(=O)c2cc1OCC
7	-15%	O=C(N/N=C/c1cccn1-c1cccc(C(=O)O)c1)Nc1ccccc1
/	?	CC(=O)c1sc2nc(-c3ccccc3)cc(C)c2c1N
13	7%	Cc1ccc(S(=O)(=O)N(C)/N=C/c2ccc(N(C)C)cc2)cc1
18	13%	CCOc1cc(N2CCOCC2)c(OCC)cc1NC(=O)CN1C(=O)C2C3C=CC(C3)C2C1=O (stereo not given)
-13	0%	O=C(CCCn1c(=S)[nH]c2ccsc2c1=O)NC1CCCCC1

Profiles, quoted from the list:
`Cc1ccc(NC(=O)Cc2nnc(SCC(=O)Nc3nncs3)n2C)cc1` reads S3 lipid droplet cell count max = /; S3 lipid droplet = ?
`CCOc1cc2[nH]c(=O)n(Cc3ccccc3)c(=O)c2cc1OCC` reads S3 lipid droplet cell count max = -1; S3 lipid droplet = 6%

(continued)
S3 lipid droplet cell count max	S3 lipid droplet	canonical_smiles
/	?	CC1CC(C)(C)NC(=S)S1 (stereo not given)
-9	-3%	COc1ccc(S(=O)(=O)n2nc(OC(=O)c3cccs3)cc2NC(=O)c2cccs2)cc1
/	?	COC(=S)Nc1cccc(C(F)(F)F)c1
/	?	Cc1ccc(S(=O)(=O)ON=C2CCN(S(=O)(=O)c3ccccc3)CC2)cc1
/	?	CCOC(=O)c1ccc2c(c1)n(CCO)c(C)[n+]2CC
7	0%	CCN(CC)CCNC(=O)Cc1nn(CC)c(=O)c2ccccc12
/	?	N#CCCN(C(=O)COC(=O)COc1ccc(Cl)cc1)c1ccccc1
/	?	Cc1cccc(C)c1N(CC(=O)Nc1cc(Cl)ccc1Oc1ccccc1)S(C)(=O)=O
-23	8%	CCCCOc1ccc(OCCNS(=O)(=O)N(C)C)cc1
-11	-16%	CCOC(=O)c1sc(=S)n(C)c1NC(=O)c1ccc(F)cc1
/	?	COc1ccc(CCNC(=O)c2cc([N+](=O)[O-])ccc2N2CCOCC2)cc1
/	?	CC(CO)Nc1nc(SCc2ccccc2)nc2sc3c(c12)CCC3 (stereo not given)
/	?	C#CCn1c(=NC(=O)c2ccc(Br)s2)sc2cccc(OC)c21
-8	0%	COc1cc(/C=C/CN2CCN(CCC(C)C)C(CCO)C2)ccc1O (stereo not given)
-7	18%	CC(O)CNc1nc(NCc2ccccc2)c2cnn(C)c2n1 (stereo not given)
/	?	CCOC(=O)/C(=C/c1c[nH]c2ccccc12)NC(C)=O
/	?	CCc1cccc2c(C(=O)CN3C(=O)NC4(CCc5ccccc54)C3=O)c[nH]c12 (stereo not given)
/	?	O=C(CCCn1c(=O)c2sccc2n(Cc2cc(=O)n3ccccc3n2)c1=O)NCc1ccco1
/	?	COc1ccc(C(=O)NCC(=O)OCC(=O)Nc2ccc(C)c(S(=O)(=O)N(C)C)c2)cc1OC
-12	-6%	CN(CC(=O)NCc1ccco1)CC(=O)Nc1cc(S(C)(=O)=O)ccc1Cl
11	1%	O=C(CN1c2cccc3cccc(c23)S1(=O)=O)Nc1cccc(S(=O)(=O)N2CCOCC2)c1
/	?	CN(C(=O)c1cccc(C(=O)N(C)c2ccccc2)c1)c1ccccc1
/	?	CC(C)[C@H](NC(=O)c1ccco1)C(=O)OCC(=O)NC12CC3CC(CC(C3)C1)C2
/	?	CCn1c2ccccc2c(=O)c2ccccc21
/	?	Cc1ccc2[nH]c3c(NCCN4CCOCC4)ncnc3c2c1
-24	21%	Cc1ccc(C(=O)CSc2nnc(-c3ccco3)n2CC2CCCO2)cc1 (stereo not given)
/	?	Cc1cc(C)cc(OCC(=O)Nc2ccccc2C(=O)N2CCOCC2)c1
/	?	CCOC(=O)C1CCN(Cc2nc3ccccc3c(=O)n2-c2ccc(OCC)cc2)CC1
/	?	Cn1nc(-c2ccc(OCC(=O)Nc3cccnc3)cc2)c2ccccc2c1=O
-10	0%	O=C(Nc1ccc2ccccc2c1)c1ccc2[nH]c(=O)c(=O)[nH]c2c1
-15	13%	C[C@@]12C(=O)N(CCc3c[nH]c4ccccc34)CC(=O)N1[C@H]1c3ccccc3OC[C@@H]1[C@@H]2c1ccccc1
/	?	O=C(N/N=C/c1ccc(Br)s1)c1ccccn1
/	?	Cc1csc2ncc(C(=O)NCCc3ccccc3)c(=O)n12
/	14%	O=C(NNC(=O)c1cnccn1)c1ccc(Cl)cc1
/	?	O=C(C1CCCN(S(=O)(=O)c2cccc3nonc23)C1)N1CCC(Cc2ccccc2)CC1 (stereo not given)
/	?	COc1ccccc1NC(=O)c1ccccc1NS(=O)(=O)N1CCCC1
4	-9%	CC1CC(CN)CC(CO)C1 (stereo not given)
/	?	N#C/C(=C/c1cccn1-c1cccc(C(=O)O)c1)c1ccc(F)cc1
/	19%	COCCn1c(SCC(=O)Nc2ccc(OC)cc2)nc2c(oc3ccccc32)c1=O
/	?	Cc1ccc(C(=O)Nc2ccccc2N2CCCCC2)cc1[N+](=O)[O-]
/	i	COc1ccc(OC)c(S(=O)(=O)NCc2cn3c(C)csc3n2)c1
/	6%	COC(=O)c1ccc(CN2CCC(CO)(Cc3ccc(OC)cc3)CC2)cc1
/	i	O=C(Nc1c(C(=O)N2CCC(N3CCCCC3)CC2)oc2ccccc12)c1c(F)cccc1F
/	?	Cc1ccc(CN(C)C(=O)CCc2c[nH]c3ccccc23)o1
/	?	CCC(C)n1c(/C=C/c2ccccc2)nc2ccccc21 (stereo not given)
/	i	CCc1nc(SCC(=O)NCc2ccco2)c2c(=O)n(C)c(=O)n(C)c2n1
/	?	CC1CC(C)CN(S(=O)(=O)c2ccc(NC(=O)CCN3C(=O)C4CC=CCC4C3=O)cc2)C1 (stereo not given)
-12	i	CC(NCC(=O)Nc1ccccc1C(=O)NC1CC1)c1ccco1 (stereo not given)
/	?	CC(C)c1nc(-c2c(N)n(C)c(=O)n(C)c2=O)sc1C(=O)C(C)(C)C
/	?	COc1ccccc1NS(=O)(=O)c1ccc2oc(SCC(=O)N3CCNC3=O)nc2c1

Later entries
S3 lipid droplet cell count max	S3 lipid droplet	canonical_smiles
/	?	CSCCC(N=C1NS(=O)(=O)c2ccccc21)C(=O)NCCc1ccccc1 (stereo not given)
/	i	O=C(COC(=O)c1ccccc1SCC(=O)N1CCCC1)NCc1ccccc1
3	28%	Cn1c2ccccc2c(=O)c2c(=O)n(Cc3ccco3)c(-c3ccc(F)cc3)nc21
-11	8%	CC(=O)N1c2c(cc(Br)cc2S(=O)(=O)NCC2COc3ccccc3O2)CC1C (stereo not given)
8	3%	COC(=O)C1SCC2C(=O)N(Cc3ccc(F)cc3)CC(=O)N21 (stereo not given)
/	?	O=C(NC(NNc1ccc([N+](=O)[O-])cc1)(C(F)(F)F)C(F)(F)F)c1ccc(Cl)cc1
14	13%	Cc1ccc(S(=O)(=O)N2CCN(Cc3cccnc3)CC2)cc1
/	?	COc1cc(CNc2ccc(CNc3ncn[nH]3)cc2)ccc1OCC(=O)NC(C)(C)C
/	i	CC(=O)c1cccc(NC(=O)C(C)OC(=O)CCN=C2NS(=O)(=O)c3ccccc32)c1 (stereo not given)
/	?	COc1ccc(C2(C(=O)NCC3CCCO3)CCOCC2)cc1 (stereo not given)

Already shown: entries from further up.
S3 lipid droplet cell count max	S3 lipid droplet	canonical_smiles
/	?	CSCCC(N=C1NS(=O)(=O)c2ccccc21)C(=O)NCCc1ccccc1 (stereo not given)
/	i	O=C(COC(=O)c1ccccc1SCC(=O)N1CCCC1)NCc1ccccc1

Carrying on:
S3 lipid droplet cell count max	S3 lipid droplet	canonical_smiles
-16	7%	O=C(N/N=C/c1ccc([N+](=O)[O-])cc1)c1ccc2nc[nH]c2c1
/	?	Cc1nonc1N1CCN(Cc2cn[nH]c2-c2ccc(F)cc2F)CC1
/	?	C=CCn1c(SCc2c(C)noc2C)nc2sc(C)c(C)c2c1=O
/	?	COc1ccc(OCC(=O)Nc2c(C(=O)N3CCN(C)CC3)oc3ccccc23)cc1
-2	7%	O=C(CN1C(=O)C(=O)N(Cc2ccccc2)C1=O)Nc1cc(Cl)cc(Cl)c1
-5	15%	Cn1cccc1/C=N/NC(=O)c1ccncc1
/	?	N#Cc1ccccc1OCCCN1CCC(Cc2ccccc2)CC1
/	?	O=C(COC(=O)C1CCCCC1)Nc1ccc(S(=O)(=O)N2CCOCC2)cc1
/	?	O=C(NCC1COc2ccccc2O1)c1ccc(NC(=O)C2CCCO2)cc1 (stereo not given)
/	?	CC1CCCN(c2ccc(C(=O)Nc3ccc4c(c3)OCO4)cc2[N+](=O)[O-])C1 (stereo not given)
/	?	O=C1NCCN(Cc2ccc(-c3ccccc3)cc2)C1CC(=O)N1CCN(CCO)CC1 (stereo not given)
/	?	CN1C=CC(=C2C(=O)c3ccccc3C2=O)C=C1
/	?	CCOC(=O)C1(Cc2ccccc2Cl)CCN(C(=O)CCn2ccnc2C)CC1
1	2%	O=c1c2c(-c3ccc([N+](=O)[O-])cc3)csc2nc2n1CCCCC2
-8	4%	COCCCNC(=O)CN(c1cccc(Cl)c1)S(C)(=O)=O
2	-21%	CC(=O)n1cc(N(C(=O)CCl)c2ccc(C)cc2)c2ccccc21
-22	i	Cc1ccc(-c2nc(CS(=O)CC(=O)NC(C)CCc3ccccc3)c(C)o2)cc1 (stereo not given)
-4	-13%	C=C(C)CN1C(=O)C(=O)N(CC(=C)C)C1=O
5	8%	CCOC(=O)C1=C(c2ccccc2)NC(=S)NC1c1ccc(C)c([N+](=O)[O-])c1 (stereo not given)
/	?	COc1ccc(CN2C(=O)NC3(CCCCCC3)C2=O)cc1F

The closing 6 compounds of the part before open the next one.
S3 lipid droplet cell count max	S3 lipid droplet	canonical_smiles
-8	4%	COCCCNC(=O)CN(c1cccc(Cl)c1)S(C)(=O)=O
2	-21%	CC(=O)n1cc(N(C(=O)CCl)c2ccc(C)cc2)c2ccccc21
-22	i	Cc1ccc(-c2nc(CS(=O)CC(=O)NC(C)CCc3ccccc3)c(C)o2)cc1 (stereo not given)
-4	-13%	C=C(C)CN1C(=O)C(=O)N(CC(=C)C)C1=O
5	8%	CCOC(=O)C1=C(c2ccccc2)NC(=S)NC1c1ccc(C)c([N+](=O)[O-])c1 (stereo not given)
/	?	COc1ccc(CN2C(=O)NC3(CCCCCC3)C2=O)cc1F
-27*	21µM*	Cc1cccc(-n2c(C)cc(C(=O)NC3CCCCC3)c2C)c1
/	?	O=C(Nc1ccnn1C1CCN(Cc2ccc(OC(F)F)cc2)CC1)C1CCCC1
/	?	O=C(CNC(=O)c1ccc(S(=O)(=O)N2CCCC2)cc1)N/N=C/c1ccccc1
/	?	CC(C)c1ccc(NC(=O)COC(=O)C2CCCCC2)cc1
/	-24%	COc1ccc(CCNC(=O)c2cccc(S(=O)(=O)N3CCCC3)c2)cc1
/	?	O=c1c2cc(N3CCOCC3)ccc2[nH]c(=S)n1Cc1ccccc1Cl
/	?	CC(C)(C)c1nc(S(=O)(=O)c2ccc(Cl)cc2)c(N2CCOCC2)o1
-3	2%	O=C(N/N=C/C1CC2CCC1C2)c1ccc2c(c1)OCO2 (stereo not given)
24	-27%	CCNC(=O)NC(=O)C(C)N1C(=O)NC(c2ccccc2)(c2ccccc2)C1=O (stereo not given)
-19	-17%	Cn1c(N)c(C(=O)COC(=O)/C=C/c2ccccc2Cl)c(=O)n(C)c1=O
12	24%	CSc1ccccc1NC(=O)c1ccc2c(c1)CCN2S(C)(=O)=O
/	?	CSc1nc(=NC(C)=O)ss1
3	3%	CCCCCCC[C@H](N)[C@H](O)C(=O)N(C)[C@@H](CCS(C)=O)C(=O)N[C@@H](Cc1ccc(O)cc1)C(=O)N[C@@H](Cc1ccc(O)cc1)C(=O)O (stereo not given in full)
6	3%	CCN(CC)CC(C)OC(=O)COc1ccc(OC)cc1 (stereo not given)
/	?	Cn1c(O)c(/C=N/Nc2ccccc2)c(=O)n(C)c1=O
/	?	CC(C)=CC(=O)Nc1ccc(Br)cc1
/	?	O=C(CSc1cccc[n+]1[O-])Nc1cc(S(=O)(=O)N2CCOCC2)ccc1N1CCOCC1
13	19%	Nc1[nH]c(N=NC(=O)c2ccc(F)cc2)c2ccccc12
12	12%	O=C(O)c1ccc2c(=O)n3c(nc2c1)/C(=C/c1ccc(Cl)c(Cl)c1)CC3
-6	-7%	Clc1cccc(/C=N/Nc2nc(Cl)nc3ccccc23)c1
/	?	C=CCN1C(=O)c2ccc(C(=O)OCC(=O)Nc3ccccc3OC)cc2C1=O
9	3%	COc1ncccc1-c1nnn(-c2ccccc2)n1
1	-12%	NC(=O)CC[C@H](NC(=O)c1ccc(F)cc1)C(=O)OCC(=O)Nc1ccc(N2CCOCC2)cc1
/	?	CN1CCN(CC(=O)N/N=C/c2ccc(F)c(F)c2)CC1
/	?	CCCNC(=O)C1CC(c2ccccc2C(F)(F)F)=NO1 (stereo not given)
8	21%	Cc1ccc(S(=O)(=O)CCC(=O)Nc2nnc(CC(C)C)s2)cc1
/	?	CCOC(=O)c1c(O)cc(C)cc1Nc1ccccc1
-5	0%	COc1ccc(S(=O)(=O)CC(O)CN2CCCC2=O)cc1 (stereo not given)
